PhoP GFP inhibition: PhoP regulon inhibitors, Salmonella typhi PhoP promoter GFP reporter, confirmatory (AID 1850); Salmonella Typhi PhoP-promoter GFP reporter, fluorescence, 4 h; higher % means a stronger effect; one-dose inhibition, % at 50 µM; IC50 in µM for titrated hits; 310,000 compounds, 0.33% hits; in the data active = a potency from the dose series; inconclusive = inhibition mostly from about 25% at the one dose, without a potency; inactive = the rest, 99 in 100 with inhibition below about 19%;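 note: 0% = induced wells with vehicle and 100% = uninduced wells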
M. tuberculosis: growth inhibition of non-replicating M. tuberculosis (AID 488890); Mycobacterium tuberculosis non-replicating, growth inhibition; higher % means a stronger effect; inhibition, % at 25 µM; hits with a dose series show IC50 in µM; 320,000 compounds, 0.39% hits; in the data active = a potency from the dose series; inconclusive = inhibition mostly from about 82% at the one dose, without a potency; inactive = the rest, 99 in 100 with inhibition below about 76%;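 note: plate controls were DMSO cells for no effect and high antibiotic wells for full effect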
inhibitors of VEEV: inhibitors of VEEV TC-83 cytopathic effect, confirmation, Vero cells (AID 588727). Vero cells, VEEV TC-83 cytopathic effect inhibition; higher % means a stronger effect. one-dose inhibition, % at 20 µM; IC50 in µM for titrated hits. 350,000 compounds, 0.13% hits; in the data active = a potency from the dose series; inconclusive = inhibition mostly from about 14% at the one dose, without a potency; inactive = the rest, 99 in 100 with inhibition below about 12%; note: strong numbers were not always called active
H37Rv inhibition: M. tuberculosis growth inhibition, HTS (AID 449762) | M. tuberculosis H37Rv growth inhibition, 7H9 media; higher % means a stronger effect | one-dose inhibition, % at 25 µM; IC50 in µM for titrated hits | 330,000 compounds, 0.59% hits; in the data active = a potency from the dose series; inconclusive = inhibition above about 70% without an active follow-up result;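 note: bacterial growth assessed after seven days of incubation; strong numbers were not always called active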
H1N1 NS1A inhibition: H1N1 influenza NS1A inhibitors, functional cell based assay (AID 504329). NS1A functional cell-based assay, percent inhibition; higher % means a stronger effect. inhibition, % at 12.5 µM, or IC50 in µM where a hit was titrated. 340,000 compounds, 0.3% hits; in the data active = a potency from the dose series; inconclusive = inhibition above about 27% without an active follow-up result; note: strong numbers were not always called active
inhibitors of VEEV 10K pilot screen: further read-out of inhibitors of VEEV, marked with its call; inhibition, %; measured here: 10K pilot screen inhibition
The depositor's hits bear a star; i = inactive; ? = inconclusive; · = not tested or not shown.

SMILES	PhoP GFP inhibition	M. tuberculosis	inhibitors of VEEV	H37Rv inhibition	H1N1 NS1A inhibition	others
O=C(NCCCO)C(=O)NCc1ccncc1	-21.2%	-17.6%	1.0%	-6.9%	-6.4%
CCCCN(C(=O)CSCC(=O)Nc1cccc(C)c1)c1c(N)n(Cc2ccccc2)c(=O)[nH]c1=O	4.2%	22.2%	1.9%	3.9%	-12.8%
O=c1ccc(-c2nc3ccccc3n2Cc2ccc(Cl)cc2)c[nH]1	-5.3%	13.8%	2.0%	-1.7%	-1.1%
COc1cc(OC)c(C2=NOC(C(=O)Nc3ccc4c(c3)OCO4)C2)cc1Cl (stereo not drawn)	-0.2%	5.6%	2.4%	-1.1%	-2.8%
COc1ccccc1/C=C\C=N\NC(=O)c1ccco1	-0.5%	?	3.0%	11.8%	-25.6%
CCN(CC)C(=O)c1cccc(NC(=O)c2cc(C3CC3)nc3c2cnn3C(C)C)c1	·	42.7%	7.2%	4.0%	-14.7%
Cn1cc(C(=O)NS(=O)(=O)Nc2ccc(Br)cn2)c2ccccc21	2.3%	19.2%	0.8%	6.8%	7.7%
COc1ccc(/C=C/C(=O)Nc2ccc(C)cc2)cc1S(=O)(=O)N1CCOCC1	12.3%	-3.3%	1.5%	-10.3%	-0.2%
Cc1cccc(N2C(=O)C3C(c4ccccc4)OC4(C(=O)c5ccccc5C4=O)C3C2=O)c1 (stereo not drawn)	7.2%	-5.4%	1.3%	0.5%	1.1%
c1ccc(-c2nnc(-c3ccccn3)s2)nc1	2.1%	5.6%	2.5%	-3.4%	-1.2%
COC(=O)c1ccc2c(CCO)c[nH]c2c1	2.4%	0.1%	0.1%	2.4%	15.3%
COc1ccc(Cl)cc1C(=O)NNC(=S)NC(=O)c1ccc(F)c(F)c1	-1.2%	41.2%	5.9%	?	-7.4%
CC1(C)CC(=O)C2=C(C1)OC1=C(C(=O)CC(C)(C)C1)C2c1ccccc1	13.2%	·	i	6.2%	-0.1%
CC(C)N(CCC#N)C(=O)Nc1ccc2c(c1)CCO2	10.8%	-5.7%	8.4%	-10.7%	-1.4%
Cc1ccccc1CN1CCNC(=O)C1CC(=O)O (stereo not drawn)	-10.4%	·	0.5%	1.1%	-9.1%
CN(Cc1ccccc1)C(=O)CCC(=O)N(C)Cc1ccccc1	-1.4%	-6.5%	0.1%	-1.2%	-3.9%	inhibitors of VEEV 10K pilot screen=1.2
CCS(=O)(=O)c1nc(S(=O)(=O)c2ccc(C)cc2)c(NCCCn2ccnc2)s1	-3.9%	2.9%	1.3%	6.0%	-3.1%
COC(=O)c1cccc(C(=O)Nc2ccc(F)cc2)n1	7.3%	10.5%	i	1.5%	5.7%
COc1cccc(CNC(=O)c2cc3c(cc2Cl)N2CCCCCC2=NS3(=O)=O)c1	1.1%	25.1%	2.5%	4.0%	-4.3%
Nc1nc2ccc(S(=O)(=O)c3ccc4nc(N)sc4c3)cc2s1	-6.4%	8.0%	i	5.4%	3.8%
CC1CC(C)(C)NC(=S)N1CCC(=O)N1CCc2ccccc2C1 (stereo not drawn)	1.0%	-3.7%	i	-2.8%	-7.7%
CCSc1ncnc2sc3c(c12)CCC3	-1.1%	4.9%	i	-0.5%	0.4%
O=[N+]([O-])c1ccc(CN2CCCCCC2)s1	2.3%	5.2%	3.2%	-2.0%	-5.3%
O=C(NCCc1ccccc1)c1cccc(N2C(=O)C3CC=CCC3C2=O)c1 (stereo not drawn)	6.5%	1.7%	0.8%	2.3%	-7.7%
CCN(c1ccccc1C)S(=O)(=O)c1nnc(NC(=O)c2ccco2)s1	-2.7%	61.1%	1.3%	-2.7%	-7.0%

(further entries)
SMILES	PhoP GFP inhibition	M. tuberculosis	inhibitors of VEEV	H37Rv inhibition	H1N1 NS1A inhibition	others
Cn1c(-c2sccc2OCc2ccc(Cl)cc2Cl)n[nH]c1=S	11.3%	-3.6%	5.8%	1.8%	-17.4%
COc1ccc(C(=O)NCc2nnc(SCC(=O)Nc3nc4ccccc4s3)o2)cc1OC	-3.6%	-8.0%	2.3%	7.8%	-1.4%
CCC[N+](CC#Cc1ccccc1)(CCC)CC(=O)OCC	4.2%	-9.6%	0.2%	-13.7%	0.8%
CC(C)c1ccc(-c2cc(C(=O)N3N=C(C(F)F)CC3(O)C(F)F)c3ccccc3n2)cc1 (stereo not drawn)	-3.9%	58.9%	i	?	3.7%
Cc1ccccc1Cn1nc(C)c(NC(=O)c2cc3nc(-c4ccco4)cc(C(F)(F)F)n3n2)c1C	·	·	10.0%	·	-0.8%
COCCn1c(SCC(=O)NCc2ccc3c(c2)OCO3)nnc1C(C)C	-1.0%	-1.4%	2.1%	0.6%	7.7%
O=C(CCCn1c(=S)[nH]c2ccccc2c1=O)NC1CCCC1	-7.1%	8.3%	0.3%	11.5%	-14.2%
O=C(NNc1c(Cl)cccc1Cl)c1cccs1	-9.4%	-9.7%	3.9%	-5.0%	8.7%
COc1ccc(NC(=O)CC2C(=O)N(c3ccc(F)cc3)C(=S)N2NC(=O)c2ccc(Cl)cc2)cc1 (stereo not drawn)	-9.6%	-6.7%	0.3%	-2.6%	3.0%
O=C(O)COc1ccccc1-c1ccccc1	10.8%	3.1%	0.6%	1.3%	-7.3%
COc1cccc(N2C(=O)C(CC(=O)Nc3ccccc3)N(C3CCCCC3)C2=O)c1 (stereo not drawn)	-3.2%	·	0.3%	·	1.6%	inhibitors of VEEV 10K pilot screen=0.2
CC(C)(C)OC(=O)C[C@@H]1C/C=C\C[C@H](CC(=O)NCCO)C(=O)N2CCC[C@H]2COC1=O	·	-2.1%	0.0%	2.6%	4.9%
CCn1c(SCC(=O)Nc2ccc3c(c2)OCCO3)nc2c(c1=O)SC(C)C2 (stereo not drawn)	3.5%	-5.5%	4.7%	-7.1%	-9.2%
COc1ccc(C(CNC(=O)c2ccc(NS(=O)(=O)c3cccc([N+](=O)[O-])c3)cc2)N2CCOCC2)cc1 (stereo not drawn)	6.1%	13.2%	9.6%	-5.8%	-8.9%
C[C@H](CO)N1C[C@H](C)[C@@H](CN(C)S(=O)(=O)c2cccs2)Oc2ccc(NC(=O)NC3CCCCC3)cc2C1=O	·	33.4%	0.2%	3.5%	11.0%	inhibitors of VEEV 10K pilot screen=0.7
CCN(CC)c1ccc(C(=O)Nc2cccc(F)c2)cc1	-5.7%	23.4%	i	-0.7%	0.1%
Cn1nc(-c2ccccc2)cc1NC(=O)Nc1ccc(C(C)(C)C)cc1	6.8%	-3.4%	5.7%	20.1%	10.1%
Nc1ccc(S(=O)(=O)N2CCc3ccccc32)cc1	10.4%	11.7%	1.2%	-0.5%	-3.6%
CC(C)(C)NC(=O)CN(C(=O)CS(=O)CC(=O)Nc1ccc(F)cc1)c1ccccc1F (stereo not drawn)	-8.2%	-10.2%	0.4%	-3.3%	-5.8%
COc1ccccc1NC(=O)C(C)OC(=O)COc1cccc2c1OC(C)(C)C2 (stereo not drawn)	11.4%	1.7%	1.7%	-11.8%	-4.6%
O=C(Cc1ccc(Cl)c(Cl)c1)N1CCOCC1	-2.7%	16.1%	0.7%	2.9%	-9.7%
Cc1noc(NS(=O)(=O)c2ccc(NC(=O)c3nn(-c4ccccc4)ccc3=O)cc2)c1C	-4.9%	43.8%	1.9%	35.7%	-1.6%
CC(C)C(NC(=O)c1ccco1)C(=O)OCC(=O)N1CC(=O)Nc2ccccc21 (stereo not drawn)	·	·	1.1%	·	-15.4%
CC1CCCC(C)N1CCCNC(=O)CN1C(=O)c2cccnc2Oc2ccc(Cl)cc21 (stereo not drawn)	-4.0%	-11.2%	0.9%	1.6%	6.8%
Cc1ccc(NC(=O)CSC2=C(C#N)C(c3ccc4c(c3)OCO4)CC(=O)N2)cc1C (stereo not drawn)	2.0%	·	i	·	1.5%

Of the compounds above, five have an NH in an aromatic ring.
SMILES	PhoP GFP inhibition	M. tuberculosis	inhibitors of VEEV	H37Rv inhibition	H1N1 NS1A inhibition	others
CCCCN(C(=O)CSCC(=O)Nc1cccc(C)c1)c1c(N)n(Cc2ccccc2)c(=O)[nH]c1=O	4.2%	22.2%	1.9%	3.9%	-12.8%
O=c1ccc(-c2nc3ccccc3n2Cc2ccc(Cl)cc2)c[nH]1	-5.3%	13.8%	2.0%	-1.7%	-1.1%
COC(=O)c1ccc2c(CCO)c[nH]c2c1	2.4%	0.1%	0.1%	2.4%	15.3%
Cn1c(-c2sccc2OCc2ccc(Cl)cc2Cl)n[nH]c1=S	11.3%	-3.6%	5.8%	1.8%	-17.4%
O=C(CCCn1c(=S)[nH]c2ccccc2c1=O)NC1CCCC1	-7.1%	8.3%	0.3%	11.5%	-14.2%

Next section:
SMILES	PhoP GFP inhibition	M. tuberculosis	inhibitors of VEEV	H37Rv inhibition	H1N1 NS1A inhibition	others
CCCNC(=O)C(Cc1ccc(C(F)(F)P(=O)(OCC)OCC)cc1)NC(=O)c1ccc(C#N)cc1 (stereo not drawn)	·	·	i	5.9%	9.7%
Clc1ccc(-c2csc(-c3ccno3)n2)cc1	0.1%	25.1%	2.5%	4.0%	-7.0%
CCn1c(C)c(/C=N/Nc2nc3ccccc3s2)c2ccccc21	0.2%	2.6%	2.3%	25.8%	10.6%
Cc1ccc(S(=O)(=O)N2CCCCC2)cc1C(=O)Nc1ccc(N2CCOCC2)cc1	-3.2%	-0.6%	i	-4.7%	19.8%	inhibitors of VEEV 10K pilot screen=0.3
CC(=O)Nc1ccc(S(=O)(=O)NC(CSc2ccc(C(=O)O)cc2[N+](=O)[O-])C(=O)O)cc1 (stereo not drawn)	-9.6%	-4.6%	0.9%	2.6%	-8.1%
Cc1ccc(C2C(=O)N(C3CCCC3)CC(=O)N2C2CCCCC2)cc1 (stereo not drawn)	-5.5%	7.4%	i	-7.0%	-2.3%
c1nc2sc3c(c2c2nnnn12)CCCC3	-12.8%	-0.2%	2.3%	-1.6%	4.7%
CCCCC(CC)C(=O)Nc1ncc([N+](=O)[O-])s1 (stereo not drawn)	-13.1%	?	3.5%	11.4%	-5.0%
COC(=O)Oc1ccc(/C=N/NC(=O)CSCc2ccc(Cl)cc2)cc1OC	-2.6%	67.2%	0.3%	?	11.6%
Fc1ccc(F)c(C2=NNC(=NCC3CCCO3)SC2)c1 (stereo not drawn)	2.2%	-10.1%	2.6%	-1.5%	2.6%
CCCCOC(=O)C1=C(C)Nc2nnnn2C1c1ccccc1Cl (stereo not drawn)	1.0%	31.5%	3.4%	-4.7%	-2.8%
O=C(Cc1ccccc1)NN=C1CCCC1	·	·	2.0%	·	-16.6%
c1cncc(-c2noc(-c3ccco3)n2)c1	1.7%	-10.3%	7.1%	-6.6%	-18.2%
COc1ccc(OC)c(CN(CCCN2CCOCC2)C(=O)Nc2ccccc2)c1	13.3%	-3.5%	0.9%	-22.2%	1.1%
CCc1ccc(-c2cc(C)no2)cc1S(=O)(=O)NCCCN1CCN(c2ccccc2)CC1	-13.9%	44.0%	3.0%	34.7µM*	4.8%
Cn1cc(S(=O)(=O)CC(=O)Nc2ccc3c(c2)OCO3)c2ccccc21	-3.0%	17.9%	i	-4.4%	-1.8%
Cc1cc(C(=O)NC2CC(C)(C)Cc3c2cnn3-c2ccc(F)cc2)no1 (stereo not drawn)	-3.9%	19.1%	4.0%	0.0%	0.8%
COc1ccccc1/C=N/NC(=O)c1cccc(NC(=O)c2ccccc2Cl)c1	1.8%	11.1%	i	18.3%	-6.5%
Cc1ccc(S(=O)(=O)N2CCN(C(=O)COC(=O)COc3cccc4c3OC(C)(C)C4)CC2)cc1	4.9%	4.8%	0.8%	-1.5%	2.0%
COc1ccc(Br)cc1CN1CCN(C(=O)c2cccc(F)c2)CC1	-1.1%	-12.5%	i	1.0%	-2.7%
CCCCn1c(C)c(C(=O)OCC)c2c(CN3CCCC3)c(O)ccc21	11.9%	?	i	?	4.4%
CCc1cc(=O)oc2c(C)c(OC(C)C(=O)NC3CC(C)(C)NC(C)(C)C3)ccc12 (stereo not drawn)	0.7%	9.6%	0.1%	2.4%	-7.1%
Cc1ccc(C(=O)Nc2nnc(C3=COCCO3)o2)cc1C	-0.8%	9.19µM*	0.6%	?	-7.8%
COc1cc(C)nc(N2CCCC(C(=O)NC3CCC(C)CC3)C2)n1 (stereo not drawn)	-11.3%	-14.3%	·	-12.9%	·

2 successive entries out of the list so far, quoted:
SMILES	PhoP GFP inhibition	M. tuberculosis	inhibitors of VEEV	H37Rv inhibition	H1N1 NS1A inhibition	others
CCCNC(=O)C(Cc1ccc(C(F)(F)P(=O)(OCC)OCC)cc1)NC(=O)c1ccc(C#N)cc1 (stereo not drawn)	·	·	i	5.9%	9.7%
Clc1ccc(-c2csc(-c3ccno3)n2)cc1	0.1%	25.1%	2.5%	4.0%	-7.0%
